Lung fibro prol: blocks proliferation of human lung fibroblasts | AID 719 | viability, % at 10 µM | 85,000 tested, 1.1% active | LL 47 human lung fibroblast viability, ATP luminescence; hits give low values;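 active means viability at or below 50% in the single dose screen; inactive means viability above 50%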;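 further: compound exposure lasted 72 h before the ATP readout; 100% = median luminescence of untreated cell-only wells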
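Material: human LL 47 lung fibroblast cells; quantity: 1,150 cells/well; medium: IMEM plus 15% FBS; doses: 0.1% DMSO in all compound wells; timing: overnight attachment after seeding, then 72 h compound exposure at 37 °C; detection: CellTiter-Glo luminescence; measure: % viability of median cell-only signal; controls: cell-only wells, no compound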
ERa coact inh: ER-alpha (human) coactivator binding inhibition. TR-FRET ER-alpha LBD / SRC-1 peptide, estradiol-bound. AID 629. 86,000 tested, 1.7% active. inhibition, % at 25.6 µM. P03372; in the data active means inhibition above about 50%;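 further: 0% = receptor plus peptide control and 100% = peptide only without receptor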
Smad3 inh: Smad3 (human) transcription factor binding inhibition. P84022. 88,000 tested, 0.29% active. TR-FRET Smad3/Dy647-FoxH1 peptide binding, europium anti-His. inhibition, % at 25 µM;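 active means compounds that reduce the energy-transfer binding signal between the protein and its labelled peptide by more than half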;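 further: 0% = Smad3 plus labelled peptide maximal FRET and 100% = peptide-only background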
Target sequence (P84022 whole entry, looked up): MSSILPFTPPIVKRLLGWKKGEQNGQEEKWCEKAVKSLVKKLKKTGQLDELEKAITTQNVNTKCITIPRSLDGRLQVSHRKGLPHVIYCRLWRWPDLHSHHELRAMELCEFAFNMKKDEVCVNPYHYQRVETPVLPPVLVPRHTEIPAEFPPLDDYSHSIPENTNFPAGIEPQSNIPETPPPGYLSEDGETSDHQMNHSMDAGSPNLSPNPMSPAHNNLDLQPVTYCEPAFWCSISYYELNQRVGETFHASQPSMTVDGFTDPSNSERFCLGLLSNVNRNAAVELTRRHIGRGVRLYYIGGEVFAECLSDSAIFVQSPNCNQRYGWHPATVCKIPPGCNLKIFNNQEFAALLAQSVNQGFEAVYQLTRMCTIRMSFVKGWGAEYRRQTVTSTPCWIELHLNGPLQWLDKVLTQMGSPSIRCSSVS
sEH act: soluble epoxide hydrolase (human) activation | purified human sEH enzymatic activity, activator screen | activation, % at 2 µM | 91,000 tested, 0.04% active | AID 717; in the data active means activation above about 37%; further: values of inactives mirror those of a sister screen read the other way
ERb SRC1 inh: blocks coactivator binding to human estrogen receptor beta | AID 633 | TR-FRET ER-beta LBD / SRC1-Cy5 peptide binding; receptor agonist-loaded with 1 µM estradiol | Q92731 | inhibition, % at 25.6 µM | 86,000 tested, 1.3% active;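 active means compounds whose percent inhibition of the receptor-coactivator binding signal exceeds about 50% in the single-dose screen, limit read from the data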;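 further: 0% = receptor plus peptide wells without compound and 100% = peptide-only wells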
Target sequence (Q92731 whole entry, looked up, the tested form may be a part): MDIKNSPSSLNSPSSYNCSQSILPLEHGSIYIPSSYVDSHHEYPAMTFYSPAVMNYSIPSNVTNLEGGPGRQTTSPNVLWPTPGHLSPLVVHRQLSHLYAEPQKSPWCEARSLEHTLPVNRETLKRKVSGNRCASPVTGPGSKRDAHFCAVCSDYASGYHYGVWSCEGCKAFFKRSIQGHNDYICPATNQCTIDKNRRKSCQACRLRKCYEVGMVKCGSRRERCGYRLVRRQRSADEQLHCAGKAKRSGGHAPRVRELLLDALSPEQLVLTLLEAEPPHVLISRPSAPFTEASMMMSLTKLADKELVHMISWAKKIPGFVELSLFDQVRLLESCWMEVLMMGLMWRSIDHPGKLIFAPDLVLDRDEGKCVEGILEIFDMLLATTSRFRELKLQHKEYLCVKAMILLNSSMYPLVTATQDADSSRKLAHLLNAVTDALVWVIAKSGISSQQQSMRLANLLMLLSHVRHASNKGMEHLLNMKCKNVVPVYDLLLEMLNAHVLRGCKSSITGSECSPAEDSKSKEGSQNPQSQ
ERa SRC1 pot: enhances coactivator binding to human estrogen receptor alpha | coactivator binding (% of control), % at 25.6 µM | P03372 | 86,000 tested, 1.3% active | TR-FRET ERalpha-LBD/SRC-Cy5 coactivator binding, 2 h; 100 = basal binding, no effect; in the data active means activity above about 200%;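 further: binding measured in presence of low estradiol as agonist stimulus; 0% = peptide alone without receptor and 100% = receptor with peptide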
H69AR inhibit: growth inhibitors of human H69AR lung tumor cells; H69AR lung tumor viability, ATP luminescence, 72 h; hits give low values; viability, % at 10 µM; 85,000 tested, 6% active;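 active means viability at or below 40%; inactive means viability above 40%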;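 further: multidrug resistant small cell line overexpressing MRP-1 efflux transporter; 100% = mean luminescence of untreated control wells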
HUVEC inhibit: inhibitors of human endothelial cell proliferation; HUVEC proliferation, CellTiter-Glo luminescence, 72 h; hits give low values; viability, % at 10 µM (by protocol); 86,000 tested, 1.1% active;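 active means viability at or below 30%; inactive means viability above 30%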;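 further: 100% = median luminescence of DMSO-only cell control wells on each plate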
Calb biofilm kill: kills Candida albicans biofilms. C. albicans biofilm + clotrimazole, Alamar Blue. 85,000 tested, 0.14% active. inhibition, % at 6 µM;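 active means inhibition above 20%; inactive means inhibition below 20%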;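 further: preformed 24 hr biofilms exposed to compound for 48 hr; 0% = biofilm without compound and 100% = blank killed by clotrimazole plus chlorhexidine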
* hit, by the source's call; · = no result given; [ ] = dose if it differs, or a comment.

SMILES	Lung fibro prol	ERa coact inh	Smad3 inh	sEH act	ERb SRC1 inh	ERa SRC1 pot	H69AR inhibit	HUVEC inhibit	Calb biofilm kill
Cc1nc(SCC(=O)NCc2ccco2)[nH]c(=O)c1C	98	20	-5	7	46	63	73	85	0
COc1ccc(CNc2nc3nc(C)c(Cl)c(C)n3n2)cc1OC	102	-4	-1	8	3	142	95	101	10
CC12CCC(C(=O)n3c1nc1ccccc13)C2(C)C (stereo not drawn)	96	-1	-2	-1	-7	105	87	104	11
CCCOC(=O)c1cc(-c2ccc(/C=C3/C(=O)N(C)C(=O)C(C#N)=C3C)o2)ccc1Cl	88	83*[fluorescence artefact?]	-1	-11	67*	42	75	62	12
Cc1nn(-c2nnc(C)c(=O)[nH]2)c(C)c1SCC(=O)Nc1ccc(C(C)C)cc1	108	2	-6	13	-4	100	·	90	6
COc1ccc(-n2c(Cc3cccn3C)nnc2SCC(=O)Nc2ccc(C(C)=O)cc2)cc1	100	-1	5	-9	-7	117	90	87	1
COc1ccc(C(=O)N2CCN(c3ccc(C)c(C)c3)CC2)cc1OC	110	-4	-3	-6	-4[fluorescence artefact?]	106	97	104	8
O=C1/C(=C/c2ccccc2)CCCc2ccccc21	99	-5	13	-4	-8	94	81	96	1
CCC(C)NC(=O)C1=C(C)C(=O)OC12CCC(C)CC2 (stereo not drawn)	94	-3	-8	·	-2	112	100	92	19
O=C(CN1CCN(C(=O)c2c(F)cccc2F)CC1)Nc1ccccc1F	99	-2	-8	·	5	106	99	101	-3
Cc1ccc(-n2ncc3c(NCCCn4ccnc4)ncnc32)c(C)c1	106	-3	-6	·	-2	89	82	108	0
O=C(OCCN1CCOCC1)C(c1ccccc1)c1ccccc1	104	3[fluorescence artefact?]	14	·	1	102	74	100	6
Cc1cc(N2CCOCC2)cc(C)[n+]1[O-]	106	-21	-1	-9	-15[fluorescence artefact?]	109	84	97	2
CCN(CCCNC(=O)c1ccc(N2CCCC2=O)cc1)c1cccc(C)c1	90	4	-6	·	0	110	93	101	-1
CCCOc1ccc(C2C(C(=O)c3ccc(C)o3)=C(O)C(=O)N2CCN2CCOCC2)cc1OC (stereo not drawn)	95	-4	15[fluorescence artefact?]	-1	-3	118	90	96	10
COC(=O)c1cc(NC(=O)CC2NCCNC2=O)cc(C(=O)OC)c1 (stereo not drawn)	96	2	-3	-2	-11	108	99	123	6
CCCCC1(C(=O)OCC)CC(CN2CCOCC2)OC1=O (stereo not drawn)	103	2[fluorescence artefact?]	12	·	-2[fluorescence artefact?]	118	95	98	4
Cc1cc(Nc2nc3ccccc3nc2Cl)n(-c2ccccc2C)n1	92	3	15	-7	-11	97	17*	109	7
Cc1ccc(CN(c2ccc(C(=O)NCc3cccnc3)cc2)S(C)(=O)=O)cc1	95	-8	-1	-3	-3	94	97	101	1
Cc1ccc(CSc2nc3ccccc3c(=O)n2Cc2ccco2)cc1	95	-5	0	-2	-7	87	83	88	5
CC(C)(C)NC(=O)C(c1ccccc1)N(Cc1cccs1)C(=O)c1csnn1 (stereo not drawn)	93	-1	4	-3	-9	103	78	95	9
c1n[nH]c(NC2=NCCC2)n1	101	-4	-11	9	0	105	95	93	-1
COc1ccc(CSc2nc(C)cc(=O)[nH]2)cc1Br	95	-13	3	7	8	97	82	88	6
NC(=O)C1CCN(C(c2ccccc2Cl)c2nnnn2CC2CCCO2)CC1 (stereo not drawn)	95	13	3	-7	14	95	100	101	6

An excerpt from above, limited to Calb biofilm kill, Lung fibro prol and sEH act.
Compound	Calb biofilm kill	Lung fibro prol	sEH act
Cc1cc(Nc2nc3ccccc3nc2Cl)n(-c2ccccc2C)n1	7	92	-7
c1n[nH]c(NC2=NCCC2)n1	-1	101	9
COC(=O)c1cc(NC(=O)CC2NCCNC2=O)cc(C(=O)OC)c1 (stereo not drawn)	6	96	-2
CCCCC1(C(=O)OCC)CC(CN2CCOCC2)OC1=O (stereo not drawn)	4	103	·

The list continues:
SMILES	Lung fibro prol	ERa coact inh	Smad3 inh	sEH act	ERb SRC1 inh	ERa SRC1 pot	H69AR inhibit	HUVEC inhibit	Calb biofilm kill
Cc1cc(C2(c3cc(C)c(NC(=O)CN4CCOCC4)c(C)c3)CCCCC2)cc(C)c1NC(=O)CN1CCOCC1	102	0[fluorescence artefact?]	9	-2	-3[fluorescence artefact?]	107[fluorescence artefact?]	103	100	3
Cn1c(=O)c2c(nc(N3CCCCC3)n2CCCNC2=NCCCC2)n(C)c1=O	105	1	2	·	6	105	98	104	-2
c1ccc(Nc2ccccc2Nc2ccccn2)nc1	100	-18	0	8	-19[fluorescence artefact?]	119	89	97	7
NC(=O)c1ccsc1NC(=O)COC(=O)Cc1ccsc1	105	55*[fluorescence artefact?]	3	7	60*	71	90	114	2
CCOC(=O)N1CCN(c2ncnc3c2oc2nc(C(C)C)c4c(c23)CCC4)CC1	98	7[fluorescence artefact?]	3	·	29[fluorescence artefact?]	312*[fluorescence artefact?]	48	24*	3
Cc1ccc(NC(=O)CSCC(=O)Nc2ncc3c(n2)CC(c2ccco2)CC3=O)cc1 (stereo not drawn)	92	46	3	-14	33	83	80	87	10
CCOc1ccc(C2C=C(c3ccc(C)cc3)Nc3nnnn32)cc1 (stereo not drawn)	51	-2[fluorescence artefact?]	1	-1	-5	118	2.2*	22*	0
COc1ccc(CNC(=O)NCc2ccc(OC)c(OC)c2)cc1OC	100	0	-4	2	0	115	101	87	-2
COc1ccc2oc(C)c(C(=O)NN)c2c1	114	6	-9	-3	16	86	89	101	2
C=CCSc1nc2sc(C)c(C)c2c(=O)n1CC=C	95	6	-6	8	-2[fluorescence artefact?]	88	83	102	9
CN(c1cccc(NC(=O)COc2ccccc2)c1)S(C)(=O)=O	106	-14	11	14	9	112[fluorescence artefact?]	99	91	3
O=C(Cc1ccc(-n2c(=S)[nH]c3ccccc3c2=O)cc1)N1CCC(N2CCCCC2)CC1	100	-6	10	6	5	87	78	93	-2
COCCCNC(=O)c1cccn2c(=O)c3cc4ccccc4cc3nc12	90	-32[fluorescence artefact?]	5[fluorescence artefact?]	11	-11[fluorescence artefact?]	117[fluorescence artefact?]	51	61	11
CC(C)CN(C(=O)COC(=O)c1cc2c(s1)CCC2)C1CCS(=O)(=O)C1 (stereo not drawn)	111	80*	6	·	75*	23[fluorescence artefact?]	90	95	3
COC(=O)CN1C(=O)C2(OCCCO2)c2cc(Br)ccc21	94	3[fluorescence artefact?]	6	14	-6	134	85	89	·
CCCCN(CC)CCNC(=O)C1c2cc(OC)c(OC)cc2C(=O)N2CCc3ccccc3C12 (stereo not drawn)	100	-4	5	·	-8	123	80	95	9
COCCCN(C(=O)c1cccnc1SC)c1c(N)n(Cc2ccccc2)c(=O)[nH]c1=O	112	4[fluorescence artefact?]	8	3	-3[fluorescence artefact?]	107	101	99	2
Oc1ccc(Nc2nc(-c3ccc4ccccc4c3)cs2)cc1	47*	-1	-5	1	-10	71[fluorescence artefact?]	19*	55	4
Cc1cccc(N(CC(N)=O)C2SC(=O)N(c3ccccc3)C2=O)c1 (stereo not drawn)	110	-5	-8	9	-14[fluorescence artefact?]	98	97	98	0
COc1ccccc1N1CCN(C(=O)c2cc3c(s2)CCC3)CC1	92	64*	5[fluorescence artefact?]	-15	43	61[fluorescence artefact?]	98	81	6
Oc1ccccc1Nc1ncnc2c1oc1ccccc12	89	8[fluorescence artefact?]	-8	-1	-4[fluorescence artefact?]	98	98	77	1
CCc1ccc2nc3c(c(C(=O)O)c2c1)CCC3	102	7	5	11	12	119	91	99	3
Cc1ccc(S(=O)(=O)N[C@H](C(=O)N2CCC3(O)CCCCC3C2)c2ccccc2)cc1 (stereo partly drawn)	110	1	-12	7	-15	90	75	101	4
CCC(C)NC(=O)CSc1nc2ccsc2c(=O)n1NC(=O)c1ccccc1 (stereo not drawn)	103	-5	4	0	-1	111[fluorescence artefact?]	83	89	0
Cc1nc2ccccc2n1S(=O)(=O)c1ccc(S(=O)(=O)N2CCCCCC2)cc1	99	7[fluorescence artefact?]	6	8	0[fluorescence artefact?]	113	65	94	4
CCCCC[n+]1ccn(-c2nc3ccccc3nc2[N-]S(=O)(=O)c2ccc(C)cc2)c1	98	10	2	-21	-7	89	76	100	6
COC(=O)c1ccc(CSc2ncnc3c2sc2nc(N4CCOCC4)c4c(c23)CCCC4)o1	92	25[fluorescence artefact?]	-10	-4	50[fluorescence artefact?]	186[fluorescence artefact?]	106	103	0
CCOC(=O)N1CCN(C(=O)Nc2ccc3nc(C)c(C)nc3c2)CC1	110	-1	8	-10	-4	95	80	106	8
COc1ccc(C(=O)CSc2cc(C)nc3nc(C)nn23)cc1OC	104	0	9	·	2[fluorescence artefact?]	105	77	87	3
CCC(C(=O)NC1CCCC1)N(Cc1cccs1)C(=O)Cn1nnc(-c2ccc(OC)c(OC)c2)n1 (stereo not drawn)	88	-16	2[fluorescence artefact?]	-3	-21	98	81	84	2
CC1(C)CC(=O)c2c(-c3cccs3)n[nH]c2C1	100	3	0	-17	-13	114	86	98	8
CN(C)c1cccc(N=C2C=C(N3CCOCC3)CC(C)(C)C2)c1	93	24[fluorescence artefact?]	-1	-5	38[fluorescence artefact?]	67[fluorescence artefact?]	90	99	4
COC(=O)c1ccccc1N1C(=O)[C@@H]2C(c3ccc(Br)cc3)=NO[C@@H]2C1=O	101	-18	1	-8	-10	105	107	95	1
CCSc1nnc(NC(=O)C(C)C)s1	105	-6	-3	·	-7	128	107	99	-5
CCn1nc(NC(=O)c2ccncc2)c2cc3ccccc3nc21	118	-7[fluorescence artefact?]	6	·	-12[fluorescence artefact?]	140	100	94	4
O=C(NCC1CCCO1)C1CCN(c2ccc(S(=O)(=O)N3CCCC3)cc2)CC1 (stereo not drawn)	91	8	4	-18	-8	90	98	96	3

A few values from the list:
COC(=O)c1ccccc1N1C(=O)[C@@H]2C(c3ccc(Br)cc3)=NO[C@@H]2C1=O @ Smad3 inh: 1
O=C(NCC1CCCO1)C1CCN(c2ccc(S(=O)(=O)N3CCCC3)cc2)CC1 (stereo not drawn) @ ERa SRC1 pot: 90

Additional results.
SMILES	Lung fibro prol	ERa coact inh	Smad3 inh	sEH act	ERb SRC1 inh	ERa SRC1 pot	H69AR inhibit	HUVEC inhibit	Calb biofilm kill
O=C1CCC(C(=O)O)(c2ccccc2)C1 (stereo not drawn)	98	-4	13	-7	-3	128	98	104	·
Cc1ccc(/C=C/c2ccc(=O)n(Cc3ccccc3Cl)n2)cc1	101	1	-4	4	0	79	106	106	-2
O=c1/c(=C\c2cccnc2)sc2nc3ccccc3n12	103	9[fluorescence artefact?]	0	-5	8	123	73	84	·
O=C(Nc1ncc(Cc2ccccc2)s1)C1COc2ccccc2O1 (stereo not drawn)	95	-3	-1	-33	-13	91	66	96	-2
CCC(C)(C(=O)NC1CCCCC1)N(C)C(=O)c1ccc2c(c1)OCO2 (stereo not drawn)	·	-1	10	6	-3	107	·	·	·
COc1ccc(OCC(=O)Nc2ccc3c(c2)nc(CN2CCCC2)n3C)cc1	110	7	13	-2	2	101	88	97	3
Cc1c(-c2ccccc2)c(P(=O)(N2CCOCC2)N2CCOCC2)c2ccccn12	96	3[fluorescence artefact?]	3	11	11	84[fluorescence artefact?]	92	103	6
CC(C)NC(=O)c1cc2nc(-c3ccco3)cc(C(F)(F)F)n2n1	115	7	-1	-10	11	88	105	99	0
Cc1nn(C)cc1C1Nc2ccccc2C(=O)N1O (stereo not drawn)	94	-1	6	14	-6	129	91	94	12
Cc1ccc(-n2c(Cc3cccn3C)nnc2SCC(=O)N2CCN(c3ccccc3)CC2)cc1	87	3	4	·	4[fluorescence artefact?]	115	94	90	8

A portion of the library. The share of hits here may be higher or lower than overall.
